# Assay outcomes (PubChem BioAssay)
# TCR activator – activators of T cell receptors; Potency, µM (titrated, usually from 9.22 µM), inactives show top-dose activation of IL-2 secretion, actives largely listed as activators; primary human leukocytes, anti-CD3, IL-2 HTRF, 48 h; 330,000 tested, under 10 active; also: % of control where 0% means no effect
#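 IL-2 produced over 48 hr by a-CD3 bead-stimulated primary human leukocytes exposed to compounds was detected with a homogeneous time-resolved FRET immunoassay, 665nm acceptor signal after 320nm excitation.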
# KCNH2 3.1 inh – blocks the human KCNH2 3.1 channel isoform | activity change, % (tested at about 1.8 µM) | U2OS KCNH2 3.1, thallium flux FluxOr; stronger effect = lower value | AID 720553 | 340,000 tested, 0.95% active;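 active = maximum activity change below -70%; inconclusive = maximum activity change from -70% to -50%; inactive = maximum activity change above -50%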;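 also: thallium influx rate constant from kinetic fluorescence after stimulation buffer; % is scaled to controls: 0 for no effect and ±100 for the full control effect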
#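 Virally transduced U2OS (3.1 isoform, 4 h infection in dark at RT) → overnight 37 C → FluxOr + Red40 in HBSS/HEPES, 45 min → stimulation buffer, 2 min kinetic read → rate constant vs DMSO controls.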
# USP2a block – inhibitors of human ubiquitin-specific protease USP2a; AID 463254; Potency, µM (top dose mostly 38.3 µM), inactives show top-dose activity change, negative = inhibition, actives largely listed as inhibitors; 330,000 tested, 0.01% active; USP2 core, Ub-CHOP2 coupled fluorogenic reporter, 485/531;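 also: potency is read from the fitted curve at half-maximal effect; plate controls were DMSO wells for no effect and full inhibition by NEM control for full effect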
#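 USP2 core (10nM final) preincubated 30min RT with compound in 20mM Tris-HCl pH 8.0, 2mM CaCl2, 2mM beta-mercaptoethanol, 0.05% CHAPS; 25nM Ub-CHOP2 plus 25nM reporter substrate added, fluorescence (Ex485/Em531) read after 60min.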
# ELG1 repair inh – blocks ELG1-dependent DNA repair in HEK293T cells. HEK293T ELG1-luciferase reporter, luminescence, 16 h; DNA damage induced by 5-fluorouridine. Potency, µM (top dose mostly 46.1 µM), without a hit: at the highest dose activity change, negative = inhibition, actives largely listed as inhibitors. 330,000 tested, 2.3% active. AID 504467; also: potency is read from the fitted curve at half-maximal effect; % is scaled to controls: 0 for no effect and ±100 for the full control effect; nearly all actives have a fitted effect of over 55% in size
#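 Reporter activity after DNA damage by 5-fluorouridine is monitored. Compound-treated cells incubate 16 hr at 37 °C, then ONE-Glo is added for 30 min before luminescence reading.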
# Mito fusion yeast – mitochondrial division inhibition or fusion activation; S. cerevisiae fusion-defective mutant growth rescue, CellTiterGlo 48 h; Potency, µM (doses to about 46.1 µM), without a hit: at the highest dose growth rescue (activation), actives largely listed as activators; 320,000 tested, 0.23% active; AID 485298;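 also: potency is read from the fitted curve at half-maximal effect; % of control where 0% means no effect; nearly all actives have a fitted effect of over 45% in size; temperature-sensitive fusion mutants such as fzo1-1 at 37 °C on non-fermentable ethanol glycerol medium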
#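 Yeast fusion mutant, YPEG (non-fermentable carbon), compound, 48 h at 37C non-permissive; CellTiterGlo added, 10 min RT, luminescence read. Rescued growth = division inhibition.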
# A-T KAP1 phos – potential ataxia-telangiectasia treatments restoring KAP-1 phosphorylation | […] A-T fibroblasts, KAP-1 phosphorylation AlphaLISA; neocarzinostatin DNA damage 30 min before lysis | Potency, µM (highest dose often 57.5 µM), for inactives: top-dose activation, most hits filed as activators | 320,000 tested, 0.19% active; also: potency is read from the fitted curve at half-maximal effect; % of control where 0% means no effect; nearly all actives have a fitted effect of over 45% in size
#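 hTERT-immortalized A-T patient fibroblasts ([…]), 500 cells/well in OPTI-MEM, 1% FBS, got compounds for 60 min, then NCS for 30 min at 37C. Lysates were then assayed for phospho-KAP-1 by AlphaLISA (anti-pKAP1 donor, anti-KAP1 acceptor beads), 6 hr at 25C.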
# KCNH2 WT inh – KCNH2 (human, wildtype) channel inhibition | U2OS, BacMam KCNH2, thallium flux FluxOr; stronger effect = lower value | activity change, % at 1.84 µM | 340,000 tested, 0.37% active | AID 720551;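 active = maximum activity change below -70%; inconclusive = maximum activity change between -70% and -50%; inactive = maximum activity change above -50%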; also: % is scaled to controls: 0 for no effect and ±100 for the full control effect
#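 U2OS cells transduced with wild-type KCNH2 virus are loaded with FluxOr dye for 45 min, and thallium flux is measured in kinetic reads before and after stimulation buffer. Rate constants are normalized to DMSO controls.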
# Eya2 phos inh – Eya2 (human) phosphatase inhibition | O00167 | recombinant Eya2, OMFP fluorescence dephosphorylation (OMFP is methylfluorescein phosphate) | Potency, µM (top dose mostly 76.9 µM), for the others: at the highest dose activity, negative = inhibition, actives largely listed as inhibitors | 330,000 tested, 0.006% active; also: potency is read from the fitted curve at half-maximal effect; % is scaled to controls: 0 for no effect and ±100 for the full control effect
#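 Eya2 protein (added as 0.2 uM solution) was preincubated with compound for 10 min at ambient temperature in 50 mM HEPES pH 7.5, 50 mM NaCl, 5 uM MgCl2, 0.05% BSA, 1 mM DTT. OMFP (added at 50 uM) then reacted 10 min; fluorescence read at 485/525 nm.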
# TRPV1 ag – activates the human vanilloid receptor TRPV1. Q8NER1. TRPV1-expressing cells, Fluo-8 calcium influx, agonist mode. activation, % at 8.33 µM. 320,000 tested, 0.19% active; in the data active = activation above about 80%; inconclusive = between about 30% and that limit; also: 0% is about no effect
#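 Cells expressing TRPV1 were dye-loaded with Fluo-8 and read kinetically: 10 s baseline, 3 min after compound (agonist portion), then 2 min after EC20 capsaicin (allosteric enhancer portion). Calcium-bound dye fluorescence at 480/520 nm.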
# TSHR antagonist – blocks TSH signaling through the human TSH receptor; P16473; TSHR-expressing cells, TSH-stimulated cAMP HTRF, 2 h; stronger effect = lower value; activity change, negative = inhibition, % at 11.5 µM; 330,000 tested, 0.2% active; AID 504810;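 active = activity change below a set negative limit, meaning inhibition stronger than a set level, cut at about -70% in these data; inconclusive = activity change between two set negative limits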; also: % is scaled to controls: 0 for no effect and ±100 for the full control effect
# Target sequence (P16473 whole entry, looked up): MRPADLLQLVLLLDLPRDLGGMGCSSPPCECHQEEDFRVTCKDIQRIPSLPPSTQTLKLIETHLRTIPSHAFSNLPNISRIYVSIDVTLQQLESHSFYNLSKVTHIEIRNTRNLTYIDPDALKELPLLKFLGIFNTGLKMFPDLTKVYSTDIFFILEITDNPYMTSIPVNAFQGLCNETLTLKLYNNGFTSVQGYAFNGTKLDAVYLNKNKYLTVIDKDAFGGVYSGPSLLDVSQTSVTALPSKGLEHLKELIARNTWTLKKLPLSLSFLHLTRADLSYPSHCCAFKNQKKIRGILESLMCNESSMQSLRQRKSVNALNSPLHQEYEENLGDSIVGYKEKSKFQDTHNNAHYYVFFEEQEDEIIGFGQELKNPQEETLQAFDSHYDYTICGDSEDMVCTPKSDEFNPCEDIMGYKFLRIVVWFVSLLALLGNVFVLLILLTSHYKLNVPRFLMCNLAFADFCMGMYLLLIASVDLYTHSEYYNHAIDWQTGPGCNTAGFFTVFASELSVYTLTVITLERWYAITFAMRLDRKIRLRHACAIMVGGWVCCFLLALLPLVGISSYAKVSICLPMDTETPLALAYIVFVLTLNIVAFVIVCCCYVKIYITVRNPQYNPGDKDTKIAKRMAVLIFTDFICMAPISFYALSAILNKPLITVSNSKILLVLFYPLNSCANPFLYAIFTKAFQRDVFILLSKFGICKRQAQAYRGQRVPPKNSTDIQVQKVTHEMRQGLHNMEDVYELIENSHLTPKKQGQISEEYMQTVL
#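 TSHR-expressing cells were treated with compounds, then stimulated with TSH at EC80 (4nM final) for 2 hours at 37 deg C. Cellular cAMP was measured by HTRF competition between lysate cAMP and cAMP-d2 for a cryptate-labelled anti-cAMP antibody.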
# The depositor's hits bear a star; ? = inconclusive; nt = no result given; [ ] = another dose, or the depositor's remark. Unless noted, calls follow the shape of the dose curve; as a rule, active = well fitted curve in the direction sought with a large enough effect; inconclusive = small, poorly fitted or top-dose-only effect, or another doubt; inactive = no such curve, though single readings can be large; an effect the other way counts as inactive or inconclusive. This is a subset, so the mix of outcomes need not match the whole.
SMILES,TCR activator,KCNH2 3.1 inh,USP2a block,ELG1 repair inh,Mito fusion yeast,A-T KAP1 phos,KCNH2 WT inh,Eya2 phos inh,TRPV1 ag,TSHR antagonist
COc1ccc(C(CNc2ccc(S(C)(=O)=O)cc2[N+](=O)[O-])N(C)C)cc1OC (configuration not stated),-8%,-16,2%,-1%,-1%,-5%,-4,-1%,1,-5
Cc1nc2ccccc2n1Cc1n[nH]c(=S)n1-c1ccc(Cl)cc1,-3%[46.1 µM],nt,0%,-2%,0%,12%,-2,7%,0,-2
COc1cc(C(=O)Nc2nc(N)n(-c3ccccc3)n2)cc(OC)c1OC,2%,8,-1%,-1%,3%,-5%,-2,13%,1,-2
CC12CCC(=O)N1C(C(=O)Nc1nnc(SCc3ccccc3F)s1)CS2 (configuration not stated),4%,-21,-1%,?,-3%,-2%,-4,-15%,-1,3
COc1ccc(NC(=O)c2cc(-c3ccccn3)nc3ccccc23)c(OC)c1,3%,8,-3%,8.2µM*,nt,-11%,1,-4%,nt,-9
COc1ccc(OC)c(N(CC(=O)N2CCN(c3cc(Cl)ccc3C)CC2)S(C)(=O)=O)c1,1%,-9,5%,-25%,-5%,-7%,5,13%,-7,-1
CC(C)C(=O)Nc1ccc(N2CCN(C(=O)c3cccs3)CC2)cc1,0%,-1,2%,-10%,2%,1%,7,2%,1,-1
Cc1cccc(C(=O)NNC(=O)CCCCC(=O)NNC(=O)c2cccc(C)c2)c1,-2%,2,-1%,?,-17%,16%,10,-13%,-3,-2
CC(C)(C)n1nc2c(c1NC(=O)COc1ccc3ccccc3c1)CS(=O)C2 (configuration not stated),-4%,9,3%,1%,-1%,2%,-2,-2%,1,3
O=C(Nc1ccc(OC(F)(F)F)cc1)c1ccc(S(=O)(=O)N2CCOCC2)o1,6%,6,0%,-17%,-5%,0%,13,-3%,?,-9
CC(=O)CCc1oc2c([N+](=O)[O-])cccc2c1-c1ccc(C)o1,-5%,-6,-2%,-10%,17%,7%,-18,-7%,?,-9
Cc1oc(-c2ccccc2Cl)nc1CN1CCCN(C(=O)c2ccco2)CC1,-12%,-2,-1%,3%,1%,0%[11.5 µM],26,-7%,0,-6
CCOc1cc(C(=O)Nc2c(C)ccc3nsnc23)cc(OCC)c1OCC,7%[46.1 µM],5,3%,-9%,0%,-4%,0,-1%,-1,-14
CCOC(=O)c1c(NC(=S)NC(C)=O)sc(C)c1C,6%[46.1 µM],1,1%,9%,-3%,2%,1,4%,1,-9
Cc1ccc(NC2CCCCC2NS(=O)(=O)c2ccccc2)c(C)c1 (configuration not stated),-1%,-9,1%,-16%,-59%[inhibitor],0%,-4,-10%,11,-9
COc1ccc(OC)c(NS(=O)(=O)Cc2ccccc2)c1,nt,nt,-8%,2%,-3%,-1%,nt,-3%,nt,3
CCN1C(=O)C(C(=O)Nc2ccc(OC)cc2)C2CC1(C)Oc1ccccc12 (configuration not stated),-2%,-20,0%,13%,20%,7%,-15,6%,20,4
CCCCNC(=O)c1nn(-c2ccccc2OC)c(=O)c2ccccc12,8%,-25,1%,4%,7%,-7%,2,5%,-2,-11
COc1ccc(NC(=O)N(C)C[C@H]2Oc3ccc(NC(=O)CCN4CCOCC4)cc3C(=O)N([C@H](C)CO)C[C@@H]2C)cc1,-30%,23,2%,1%,nt,0%,-2,-11%,nt,5
CCOCCOC(=O)C1=C(C)N(C)C(=O)NC1c1cc(Cl)c(O)c(OC)c1 (configuration not stated),-12%,6,-2%,-2%,0%,-4%,1,16%,0,26
CCCN(CCC)c1ccc(C(O)c2nnc(-c3ccccc3)o2)cc1 (configuration not stated),7%,20,-10%,21µM*,0%,0%,1,-15%,6,-7
Cc1cc2nc(C(F)(F)F)[nH]c(=O)n2n1,0%,-9,2%,-1%,1%,9%,5,10%,1,-2
CCN(CC)CCN(C(=O)c1ccc2c(c1)CCCC2)c1nc2c(C)cccc2s1,-1%,11,1%,-8%,-3%,9%,23,-13%,10,0
COC(=O)C(NC(C)=O)(Nc1nc2ccc(S(C)(=O)=O)cc2s1)C(F)(F)F (configuration not stated),1%,4,-1%,?,-1%,-6%,0,10%,5,20
Cn1cnnc1SCc1ccc(-c2ccc(Br)cc2)o1,1%,7,4%,-5%,-2%,8%,5,-7%,?,3
CN(Cc1ccccc1)C(=O)CCS(=O)(=O)c1ccc2c(c1)n(C)c(=O)c(=O)n2C,4%,14,0%,-6%,-1%,14%,3,-17%,-2,3
CC(C)(C)c1cccc(/C=N/O)c1O,1%,-5,0%,1%,1%,1%,-1,-27%,-2,-16
CCc1cc(=O)oc2cc(C)cc(OCC(=O)NCc3cccnc3)c12,5%,6,0%,-8%,-1%,4%,-6,4%,-3,2
Cc1ccc(-c2csc(-c3c[nH]c4ccccc34)n2)cc1,11%,-2,2%,?,27%,-2%,2,-33%,-4,-3
CC(C)(C)C(=O)CNCC(=O)C(C)(C)C,-2%,14,-2%,3%,11%,0%,-9,7%,5,6
N#CC12CCCCC1CC1CCCCC1(C#N)N2Cc1ccccn1 (configuration not stated),3%,-4,-7%,-8%,0%,7%,-8,25%,1,14
CC1CN(C(=O)c2cc3ccccc3cc2O)CC(C)O1 (configuration not stated),1%,5,1%,15%,-1%,-3%,-13,-3%,-3,-2
CC(=O)OCC1=C(C(=O)O)N2C(=O)C(NC(=O)CC(C)c3ccccc3)C2SC1 (configuration not stated),4%,8,0%,9%,7%,-7%,0,3%,2,-1
COc1ccc(N2CCN(CCCNC(=O)C(=O)c3c[nH]c4ccccc34)CC2)cc1,8%,-17,1%,-2%,-3%,3%,24,-11%,5,1
c1cncc(Nc2nc(-c3ccncc3)cs2)c1,0%,-7,-1%,-16%,-7%,-8%,-10,-5%,-3,4
COc1ccc(NC2CCCN(C(=O)c3cccnc3SC)C2)cc1OC (configuration not stated),1%,11,0%,1%,3%,15%,-11,9%,0,16
COC(=O)c1ccc(NC(=S)N2CCN(Cc3ccc(Cl)cc3)CC2)cc1,2%,-16,2%,?,-5%,-7%,11,3%,2,-24
Cc1c(C(=O)NCc2ccccn2)sc2nc(-c3ccccc3)cn12,-3%,-2,1%,?,6%,4%,-23,1%,2,12
COc1ccc(CNC(=O)COc2ccc(C(=O)c3ccc(F)cc3)cc2)cc1,-4%[46.1 µM],-4,-3%,-12%,0%,nt,6,0%,3,0
CN(C)c1ccc(C(=O)NCC2CCCO2)cc1 (configuration not stated),5%[46.1 µM],-6,4%,?,-2%,-5%,-1,-11%,-4,-9
COc1ccc(Cn2cc([N+](=O)[O-])nc2C)cc1[N+](=O)[O-],-1%,6,1%,14%,-5%,2%,-6,12%,-1,-2
COc1ccccc1C1CCN(C(=O)C2CCCCC2)CC1,9%,29,-3%,?,2%,14%,4,-9%,28,1
Cc1ccc(C(=O)NCC(=O)NNC(=O)CN(C)S(=O)(=O)c2ccc(Cl)cc2)s1,1%,-2,2%,1%,-3%,-2%,3,4%,-2,-2
Cc1sc2nc(SCC(=O)N3CCOCC3)[nH]c(=O)c2c1-c1ccccc1,-1%,-15,1%,0%,6%,10%,3,-18%,13,-26
Cc1ccccc1-c1nc(CN(C)C(C)c2ccon2)c(C)o1 (configuration not stated),-179%,-9,3%,3%,-1%,0%,-1,5%,6,-14
Cc1ccccc1CNC(=O)C1CCCN(c2cnccn2)C1 (configuration not stated),5%,-50,3%,2%,-2%,8%,-4,8%,-1,-1
CN(C)C(=O)C#Cc1ccccc1,4%,-10,3%,17%,-7%,-11%,-1,10%,0,-1
CCOc1ccc(Br)cc1C(=O)N/N=C/c1ccccn1,-3%,-17,2%,12µM*,7%,20%,-8,-1%,-4,-4

# By substructure, the entries above containing an aryl thioether with sulfur outside any ring (four)
SMILES,TCR activator,KCNH2 3.1 inh,USP2a block,ELG1 repair inh,Mito fusion yeast,A-T KAP1 phos,KCNH2 WT inh,Eya2 phos inh,TRPV1 ag,TSHR antagonist
CC12CCC(=O)N1C(C(=O)Nc1nnc(SCc3ccccc3F)s1)CS2 (configuration not stated),4%,-21,-1%,?,-3%,-2%,-4,-15%,-1,3
Cn1cnnc1SCc1ccc(-c2ccc(Br)cc2)o1,1%,7,4%,-5%,-2%,8%,5,-7%,?,3
COc1ccc(NC2CCCN(C(=O)c3cccnc3SC)C2)cc1OC (configuration not stated),1%,11,0%,1%,3%,15%,-11,9%,0,16
Cc1sc2nc(SCC(=O)N3CCOCC3)[nH]c(=O)c2c1-c1ccccc1,-1%,-15,1%,0%,6%,10%,3,-18%,13,-26
